Screening results: PubChem BioAssay, Broad Institute
DENV2 CPE rescue = protects cells from dengue virus 2 cytopathic effect | DENV2-infected cells, cytopathic effect rescue, plate reader | CPE inhibition, % at 9.99 µM | 350,000 compounds, 1.7% hits | AID 651640; in the data active means CPE inhibition above about 20%, passing the limit was not always enough; inconclusive means no clear call, values can overlap the other calls; tested in BHK-21 cells;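 further: 0% = median of neutral control wells and 100% = median of positive control wells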
CFTR F508del cor = correctors of CFTR F508del function in bronchial epithelial cells; CFBE cells, YFP halide quenching; stimulated with forskolin plus potentiator P3; % fluorescence drop versus neutral controls; activity (quench increase), % at 7.58 µM; 350,000 compounds, 0.36% hits; AID 720511;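 active means mean added fluorescence quench of at least 8% versus neutral control, with both replicates also reaching 8%; inconclusive means only one of the mean or replicate conditions met; inactive means mean below 8% and not both replicates reaching 8%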;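 further: cells transiently co-express mutant CFTR-F508del with the halide-sensitive YFP; corrector assay measuring rescue of mutant channel to the surface after 24 h compound exposure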
INS-1E GSIS act = primary screen for activators of insulin secretion dependent on glucose, INS-1E cells, GLuc reporter luminescence. INS-1E GLuc reporter insulin secretion, 2-3 h. activation, % at 16.6 µM. 370,000 compounds, 0.61% hits;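 active means lowest replicate activation of at least 40%, so every replicate reaches that level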;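 further: 0% = median of neutral control wells and 100% = median of IBMX positive control wells; some compounds called inactive have numbers as strong as hits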
PAX8 reporter = lowers PAX8-driven luciferase in RMG-I cells. RMG-I TPO-luciferase reporter, SteadyGlo, 24 h. inhibition, % at 12.6 µM. 360,000 compounds, 1.2% hits. AID 652154;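 active means mean replicate inhibition at least 60% with every replicate also reaching 60%; inconclusive means only one of the two criteria is met; inactive means mean below 60% and not all replicates reaching 60%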;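 further: luciferase light reporting Pax8 driven TPO promoter activity; plate controls were median of neutral control wells for no effect and mitoxantrone controls for full effect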
ARNT-TACC3 inh = disrupts binding between human ARNT and TACC3; AlphaScreen His-ARNT PAS-B/GST-TACC3 binding, luminescence; TACC3 fragment carries E629A point mutation; inhibition, % at 9.99 µM; 390,000 compounds, 0.66% hits; Q9Y6A5;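 active means mean inhibition of replicates at least 50% and at least half of replicates each reaching 50%; inconclusive means half or more replicates reach 50% but mean below 50%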;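 further: 0% = complete ARNT plus TACC3 wells and 100% = ARNT alone without TACC3; many hits fall short of the cut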
EWS-Fli block = inhibitors of EWS/Fli oncoprotein transcriptional activity; A673 NR0B1-luciferase reporter, viability-normalised; inhibition, % at 12.6 µM; 350,000 compounds, 0.67% hits; AID 651661;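 active means mean inhibition of at least 50% after viability correction, with every replicate also passing that limit; inconclusive means mean reaches 50% but only one of two replicates passes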;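 further: firefly luciferase signal divided by Alamar Blue viability fluorescence both relative to DMSO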
Xi reactivation = reactivates the inactive X chromosome in mouse fibroblasts | XiGFP mouse fibroblasts, % GFP-positive cells imaging, 3 d; cells co-treated with 5-aza-dC sensitizer; scaled so ellipticine positive control = 100% | activation, % at 7.58 µM | 360,000 compounds, 0.055% hits | AID 743238;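 active means mean normalized replicate activation at least 10% and every replicate at or above 10%; inconclusive means only one of the two criteria met; inactive means mean below 10% and not all replicates reach 10%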;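 further: 0% = median of on-plate neutral control wells and 100% = ellipticine 6 µM median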
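System: 68-5-11 XiGFP fibroblast line | Buffer or medium: DMEM containing 5-aza-dC | Compound: Single point | Times: Compounds 3 days, fix/stain 15 min at room temperature | Benchmarks: Positive control ellipticine, 6 µM final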
ERp5 block = ERp5 (human) disulfide isomerase inhibition; ERp5 insulin aggregation, absorbance 650 nm, 90 min; inhibition, % at 9.99 µM; 350,000 compounds, 0.05% hits; AID 651711;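 active means mean replicate inhibition above about 25%, with every replicate also reaching it, limit read from the data, passing the limit was not always enough; inconclusive means only one of those two criteria met; inactive means neither criterion met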
Target sequence (Q15084 whole entry, looked up): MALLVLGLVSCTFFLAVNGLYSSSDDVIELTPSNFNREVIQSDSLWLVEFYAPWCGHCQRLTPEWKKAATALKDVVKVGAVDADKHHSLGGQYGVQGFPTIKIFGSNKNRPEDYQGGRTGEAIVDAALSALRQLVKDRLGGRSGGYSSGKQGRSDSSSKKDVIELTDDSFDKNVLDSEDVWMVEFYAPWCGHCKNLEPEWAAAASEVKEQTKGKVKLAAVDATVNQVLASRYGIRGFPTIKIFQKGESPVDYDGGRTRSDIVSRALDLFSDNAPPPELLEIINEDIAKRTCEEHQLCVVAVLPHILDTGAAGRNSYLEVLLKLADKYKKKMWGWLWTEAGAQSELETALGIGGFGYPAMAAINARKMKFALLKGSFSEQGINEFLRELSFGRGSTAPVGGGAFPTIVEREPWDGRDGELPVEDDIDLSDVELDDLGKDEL
* = called active by the depositor; ? = inconclusive; nt = not tested or not shown; & = joins results of further samples. Not a hit list; 4.2% or so of the library scored in one or more.

SMILES	DENV2 CPE rescue	CFTR F508del cor	INS-1E GSIS act	PAX8 reporter	ARNT-TACC3 inh	EWS-Fli block	Xi reactivation	ERp5 block
Cc1cc(C)n(CC(=O)Nc2cccc(C(F)(F)F)c2)n1	15	1.9	-9	14	-18	-21	-0.1	8
Cc1cc(C)n(CC(O)COc2ccccc2C)n1 (stereo not drawn)	4	2.6	-1	-29	1	-9	0.0	4
Cc1cc(C)cc(N(CC(=O)N2CCCC2)S(C)(=O)=O)c1	12	-0.7	10	-17	-3	18	0.0	3
CC(C)NC(=O)Nc1cccc2c1O[C@H](CN(C)Cc1ccc(Cl)c(Cl)c1)[C@H](C)CN([C@H](C)CO)C2=O	16	-4.2	-11	-10	11	nt	0.1	-5
COC(=O)N/N=C/c1cccc(OCCSc2ccc(Cl)cc2)c1	-4	nt	-25	-23	4	nt	0.0	1
C#CCNC(=O)C1=C[C@@H](c2cn(C(C)=O)c3ccccc23)C[C@@H](OCCCCO)O1	-2&0	0.9&-0.8	-4	25&-1	2	-12&-2	-0.7	-5&1
CCn1c(C)nc2cc(NC(=O)Nc3cccc(C(C)=O)c3)ccc21	2	0.0	11	-151	-3	-68	0.0	-2
CCOc1ccc(N(CC(=O)Nc2cc(C)ccc2C)S(=O)(=O)c2c(C)[nH]c(=O)[nH]c2=O)cc1	4	-0.7	nt	-3	17	8	0.2	3
C[C@H]1CN([C@@H](C)CO)S(=O)(=O)c2ccc(C3=CCCC3)cc2O[C@@H]1CN(C)C(=O)c1ccccn1	-2	1.0	9	nt	0	-3	-1.0	3
O=C(CCc1ccccc1)Oc1ccccc1[N+](=O)[O-]	?	-1.6	1	-9	nt	3	-0.2	0
O=C(c1ccc2c3n(nc2c1)-c1ccc(Cl)cc1CO3)N1CCOCC1	-9	-1.4	0	-177	9	-170	0.4	-3
O=C(C[C@H]1CC[C@@H]2NC[C@H](O)COC[C@H]2O1)Nc1ccccc1	8	-0.7	8	-16	-15	-4	0.3	5
CCOC(=O)c1c(C)[nH]c(C(=O)COC(=O)[C@H](C)NC(=O)c2ccccc2Cl)c1C	-2	nt	nt	-30	-5	-31	-0.1	1
COC(=O)[C@@H](NS(=O)(=O)c1ccc(F)cc1Br)C(C)C	5	-1.8	-1	-3	nt	1	0.0	-3
CO[C@H]1CN(C)C(=O)c2ccc(NC(C)=O)cc2OC[C@@H](C)N(Cc2ccccn2)C[C@@H]1C	17	1.5	8	-2	5	-2	0.3	-1
O=C(NCc1cccnc1)C1CC(c2ccc(Cl)c(Cl)c2)=NO1 (stereo not drawn)	0	4.9	-43	16	-3	-21	0.1	3
CN(C)c1ccc2c(c1)[C@@H]1C[C@@H](CC(=O)NCc3ccccn3)O[C@H](CO)[C@@H]1O2	16	1.8	2	19	nt	-5	0.0	-2
COc1ccc(-c2c(C#N)cnc(C)c2C)c(O)c1OC	-1	1.0	-12	7	nt	8	0.4	-7
COc1ccccc1Cn1c(=S)[nH]c2cc(C(=O)N3CC(C)CC(C)C3)ccc2c1=O (stereo not drawn)	22*	0.7	-7	9	nt	3	-0.1	5
CN1C(=O)c2cc(NS(=O)(=O)c3ccc(F)cc3)ccc2OC[C@@H]2O[C@@H](CC(=O)NCC(F)(F)F)CC[C@H]21	?	0.8	2	-20	-3	0	0.2	-2
O=C(Cc1cccnc1)N1CC(=O)N2[C@H](CO)[C@@H](c3ccc(C#CC4CC4)cc3)[C@@H]2C1	13	-0.4	2	-4	nt	-2	0.2	3
CC(=O)c1c(COC(=O)c2ccc(F)cc2)nc2ccccc2[n+]1[O-]	6	-4.1	-2	16	nt	4	0.1	-11
CCN(CC)C(=S)SCC(=O)Nc1ccc(S(N)(=O)=O)cc1	2	6.0	3	12	5	7	0.0	-3
CCC(=O)N1C[C@@H](O)COC[C@@H]2O[C@H](CC(=O)N3CCCCC3)CC[C@H]21	-4	0.5	11	-6	1	-10	0.5	-4
O=C(N/C(=C/c1ccc(F)cc1)C(=O)N1CCCCC1)c1ccco1	nt	1.7	-5	-3	-7	nt	0.0	0
SMILES	DENV2 CPE rescue	CFTR F508del cor	INS-1E GSIS act	PAX8 reporter	ARNT-TACC3 inh	EWS-Fli block	Xi reactivation	ERp5 block
O=C(Cc1ccccn1)N[C@@H]1CC[C@H](CC(=O)N2CCCCC2)O[C@H]1CO	?	-0.2	-8	-6	-2	-2	-0.2	-2
C[C@@H]1CCCCO[C@@H](CN(C)C(=O)Nc2cccc3ccccc23)[C@H](C)CN([C@H](C)CO)C(=O)c2cc(NC(=O)Nc3ccc(C(F)(F)F)cc3)ccc2O1	-5	1.6	23	1	-7	10	-0.1	-2
C[C@@H]1CCCCO[C@@H](CN(C)Cc2ccncc2)[C@@H](C)CN([C@H](C)CO)C(=O)c2cc(NC(=O)c3ccccc3)ccc2O1	-11&15	0.9&-1.7	3&3	5&-1	12	6&0	0.2&0.0	2&0
COc1ccccc1NC(=O)CCSc1nnc(-c2ccco2)o1	nt	-1.4	29	-17	-2	0	0.2	3
C[C@H](CO)N1C[C@H](C)[C@H](CN(C)Cc2ccc3c(c2)OCO3)Oc2ccc(NC(=O)Nc3ccccc3)cc2C1=O	3	-0.8	-21	8	0	35	-0.1	4
COC(=O)[C@]12C[C@H](CC(=O)NCc3cccc4ccccc34)C(=O)N(CCC3=CCCCC3)C1=C[C@H](COCc1ccccc1)O[C@@H]2C	?	-2.3	-21	-17	nt	-1	0.3	-7
Cc1ccc(S(=O)(=O)Nc2ccc3c(c2)CC(=O)N([C@H](C)CO)C[C@H](C)[C@H](CN(C)Cc2ccccc2)O3)cc1	8	-0.1	-14	29	-4	-2	0.4	7
CCc1ccc(-c2nc(CS(=O)CC(=O)NCCN3CCCCCC3)c(C)o2)cc1 (stereo not drawn)	-2	-1.8	-9	7	1	nt	0.0	-7
Cc1nnc(C)c2c(C)n(-c3ccccc3N)c(C)c12	2	0.2	12	12	11	4	0.2	8
CCCCCCN1CCN(C2CN(Cc3cn(Cc4cccc(Cl)c4)nn3)S(=O)(=O)C2)CC1 (stereo not drawn)	0	-1.8	-5	9	nt	6	0.0	0
O=C(CSc1nc2ccc([N+](=O)[O-])cc2[nH]1)c1ccc(Cl)cc1	nt	nt	1	-1	-8	nt	0.0	nt
CN(C)/C=C/C(=O)c1nn(-c2ccc(F)cc2)ccc1=O	4	-1.3	-1	-20	-3	7	0.1	2
COc1cc(/C=N/NC(=O)c2csc3c2CCCC3)ccc1OCCN1CCOCC1	-4	-0.9	-15	-23	7	-19	0.2	10
C[C@@H]1CN([C@H](C)CO)C(=O)Cc2cc(NC(=O)Nc3ccc4c(c3)OCO4)ccc2O[C@H]1CN(C)S(=O)(=O)c1ccc(F)cc1	-6	-2.1	14	nt	nt	-3	-1.0	-1
C[C@@H]1CCCCO[C@H](CN(C)S(=O)(=O)c2cccs2)[C@H](C)CN([C@H](C)CO)C(=O)c2cc(NC(=O)c3ccccc3)ccc2O1	56*	0.0	-17	23	0	4	0.1	nt
CC(c1nc2ccccc2n1Cc1ccccc1)N1CCCCC1 (stereo not drawn)	?	2.4	15	2	9	20	0.4	-1
O=C(c1ccccn1)N1C[C@@H]2[C@H](c3ccccc31)[C@H](CO)N2C(=O)Nc1ccccc1Cl	?	1.6	7	-6	6	4	-0.1	-1
Clc1ccc(OCCOCCNCc2ccccc2)cc1Cl	9	-2.2	-12	0	-3	6	0.0	3
O=C(C1CCCC1)N1[C@H](CO)[C@H](c2ccccc2)C12CN(CCC(F)(F)F)C2	6	-2.5	5	-7	nt	5	0.0	0
Cc1sc2ncnc(OCC(=O)N3CCN(C(=O)c4ccco4)CC3)c2c1C	2	0.7	2	10	6	-10	0.3	-2
CC(=O)NC[C@H]1[C@@H](c2ccc(C3=CCCC3)cc2)[C@@H](CO)N1C(=O)NC(C)C	?	-1.7	2	9	-1	0	0.0	nt
COc1ccccc1-c1ccc2c(c1)O[C@H](CN(C)C(=O)c1ccncc1)[C@H](C)CN([C@H](C)CO)S2(=O)=O	3	1.0	-11	5	-8	-11	0.1	1
C[C@@H]1CCCCO[C@H](CN(C)C(=O)c2ccccc2)[C@H](C)CN([C@@H](C)CO)C(=O)c2cc(NC(=O)Nc3cccc4ccccc34)ccc2O1	3	1.3	4	nt	-1	4	-0.1	-1
O=C(C[C@H]1C[C@H]2c3cc(NC(=O)Cc4ccncc4)ccc3O[C@H]2[C@@H](CO)O1)NCc1ccncc1	-2	-0.6	0	-14	-2	1	0.4	6
CCOc1ccc(S(=O)(=O)N2CCCC(C(=O)NC3CCCC3)C2)cc1 (stereo not drawn)	-14	1.0	3	-11	-1	13	0.0	-3
SMILES	DENV2 CPE rescue	CFTR F508del cor	INS-1E GSIS act	PAX8 reporter	ARNT-TACC3 inh	EWS-Fli block	Xi reactivation	ERp5 block
Cc1cc(NC(=O)Nc2ccc(C)c(C)c2)no1	nt	-0.8	0	-91	0	-76	0.2	4
O=C(NCc1cccc(C(F)(F)F)c1)c1csc([C@@H]2O[C@H](CO)[C@H](O)[C@H](O)[C@H]2O)n1	-3	-5.5	16	11	nt	-10	0.4	-3
CS(=O)(=O)c1ccc2nc(NC(=O)c3cccc([N+](=O)[O-])c3)sc2c1	10	-0.8	-48	-34	2	-119	0.0	1
CCOc1ccc(CCNC(=O)CCC(=O)c2cccs2)cc1OCC	2	-3.2	95*	13	-6	4	0.3	6
Cc1[nH]c(=S)c(C#N)c(-c2ccco2)c1C(=O)N(C)C	nt	-0.6	-3	-2	4	-5	0.2	10
CC(C)NC(=O)N(C)C[C@@H]1Oc2cc(C#Cc3ccccn3)ccc2S(=O)(=O)N([C@H](C)CO)C[C@H]1C	22*	1.3	8	nt	3	-3	-0.6	1
COc1ccccc1-c1nnc(SCC(=O)NC2CCCCC2)o1	8	-2.0	-11	30	nt	8	0.2	-3
COc1cccc(NC(=O)CN(C)CC(=O)c2c(N)n(Cc3ccccc3)c(=O)n(C)c2=O)c1	-11	-1.3	0	5	-7	4	0.2	6
CCCNC(=O)N1C[C@H](O)COC[C@H]2O[C@@H](CC(=O)N3CCN(C)CC3)CC[C@@H]21	15	0.0	4	0	-4	1	0.3	3
O=C(O)[C@@H]1[C@@H]2C[C@@H]2CN1c1ncccc1[N+](=O)[O-]	0	0.5	-6	3	nt	1	0.0	-2
Cn1c(=O)c(=O)n(C)c2cc(N3CCCCC3)c(NS(=O)(=O)c3ccc([N+](=O)[O-])cc3)cc21	-6	-1.2	0	1	13	nt	0.0	4
CC(=O)Nc1ccc(NC(=O)C(C)Sc2n[nH]c(-c3ccc(C)cc3)n2)cc1 (stereo not drawn)	1	-0.3	-15	-15	-2	-6	0.0	4
O=C1CC(Sc2ccc(Cl)cc2)C(=O)N1Cc1ccncc1 (stereo not drawn)	2	2.3	0	12	-2	-1	0.0	0
O=C(COC(=O)CCc1nc2ccccc2c(=O)[nH]1)Nc1ccccc1Cl	-2	1.5	3	2	-12	10	-0.1	-2
